# High-throughput results as filed in PubChem.
# KCNK3 block: human KCNK3 channel inhibitors, primary screen, CHO cells, FluxOR thallium flux, B-score; Potassium channel subfamily K member 3 (Homo sapiens), O14649; FluxOR fluorescence; stronger effect = lower value; B-score at 10 µM; hit rate 0.84% among 340,000; AID 602410, 2012;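 active = B-score under library mean minus 4 SD, starting fluorescence ratio at most library mean plus 5 SD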;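 also: more negative B-score means stronger inhibition of thallium flux through KCNK3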
# Target sequence (O14649 whole entry, looked up): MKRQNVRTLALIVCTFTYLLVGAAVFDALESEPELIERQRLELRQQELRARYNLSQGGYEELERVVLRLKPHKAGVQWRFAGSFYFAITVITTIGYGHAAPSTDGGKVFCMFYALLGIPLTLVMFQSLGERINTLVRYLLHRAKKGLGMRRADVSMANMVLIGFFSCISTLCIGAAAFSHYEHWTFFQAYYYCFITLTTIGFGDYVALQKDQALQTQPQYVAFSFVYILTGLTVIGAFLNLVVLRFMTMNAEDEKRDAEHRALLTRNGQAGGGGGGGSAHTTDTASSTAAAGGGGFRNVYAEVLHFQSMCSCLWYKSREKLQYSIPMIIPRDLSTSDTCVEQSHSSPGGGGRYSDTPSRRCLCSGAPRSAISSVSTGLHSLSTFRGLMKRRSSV
# KCNK9 block: KCNK9 potassium channel inhibitors, primary screen, HEK293 cells, thallium flux; AID 488922, 2010; B-score at 10 µM; FluxOR thallium flux fluorescence; stronger effect = lower value; hit rate 1.2% among 310,000;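 active = ratio B-score over 3 SD below the library mean, with starting fluorescence within 5 SD of its mean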;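 also: negative B-score means less thallium flux so channel inhibition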
# RGS4 act: RGS4 potentiators or activators, primary screen, cell-based, HEK293 M3R inducible RGS4, calcium flux; carbachol calcium flux Fluo4; stronger effect = lower value; B-score at 10 µM; hit rate 0.92% among 310,000;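 active = B-score of the integrated calcium signal more than 4 SD below the library mean, with starting fluorescence not abnormally high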;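 also: negative B-score means reduced calcium response which marks RGS4 activation or potentiation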
#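 Assay system: HEK293 FlpIn-TREx cells, stable M3R, doxycycline-inducible RGS4 / Probe or stimulus: carbachol, ECmax concentration / Times: overnight RGS4 induction, 30 min dye load 37 °C, 20 min compound RT / Signal: kinetic calcium fluorescence imaging with Fluo4-AM dye, 2 µM / Measure: Agonist-evoked peak-minus-minimum fluorescence over baseline, integrated ratio, B score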
# PolyA inhibitor: polyadenylation inhibitors in yeast reporter cells, primary screen, luminescence, S. cerevisiae; hit rate 0.02% among 300,000; S. cerevisiae SKY197-pL101 polyadenylation reporter, beta-gal luminescence; efflux-impaired pdr1/pdr3 knockout yeast; score 100 = 6 SD above DMSO; calls only at 12 µM; AID 1875, 2009;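 active = lowest replicate activity score at least 50, where 100 means six control SD above control mean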;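 also: yeast exposed to compound for 9 h at 30 °C; higher score means more reporter readthrough which indicates perturbed polyadenylation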
# DYRK1A inh: rat Dyrk1A kinase inhibitors, primary screen, biochemical, single point, plate reader; ADP-Glo luminescence, NFATc1 peptide; inhibition, % at 12.5 µM; hit rate 0.43% among 310,000; Dual specificity tyrosine-phosphorylation-regulated kinase 1A (Rattus norvegicus), Q63470; in the data active = inhibition above about 50%;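 also: plate controls were vehicle with enzyme for no effect and no enzyme for full effect; many of its hits are not listed in these tables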
# KCNQ1 act: potentiators or activators of KCNQ1 channel, primary screen, cell-based, thallium flux, high-throughput; Potassium voltage-gated channel subfamily KQT member 1 (Homo sapiens), P51787; CHO-K1 KCNQ1, thallium flux FluxOR fluorescence; stronger effect = higher value; B-score at 10 µM; hit rate 0.35% among 310,000; AID 2648, 2010;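 active = fluorescence ratio B-score, a plate-corrected score, at least three library SD, with initial intensity B-score within 5 SD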
#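 Assay system: CHO-K1 cells stably expressing KCNQ1; Medium: assay buffer with matched DMSO; Also added: K+/Tl+ depolarizing stimulus; Dosing: single dose; Timing: dye 90 min, compound 20 min, room temperature; Measured by: kinetic FluxOR thallium fluorescence, 10-s 1-Hz baseline, 110-s post-stimulus read; Read-out: peak-minus-minimum fluorescence over initial fluorescence, negative-control normalized, B-scored.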
# GSK3beta inhib: human GSK3beta kinase inhibitors, primary screen, biochemical, cell-free homogeneous, HTS; Glycogen synthase kinase-3 beta (Homo sapiens), P49841; GST-GSK3beta kinase, ADP-Glo luminescence, 60 min; stronger effect = lower value; activity score (negative = inhibition), % at 10 µM; hit rate 0.038% among 300,000;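 active = more than half of replicate wells score below -50%, meaning over 50% inhibition versus plate controls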;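 also: 0% = median DMSO wells and -100% = median GW8510 positive control wells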
# Target sequence (P49841 whole entry, looked up): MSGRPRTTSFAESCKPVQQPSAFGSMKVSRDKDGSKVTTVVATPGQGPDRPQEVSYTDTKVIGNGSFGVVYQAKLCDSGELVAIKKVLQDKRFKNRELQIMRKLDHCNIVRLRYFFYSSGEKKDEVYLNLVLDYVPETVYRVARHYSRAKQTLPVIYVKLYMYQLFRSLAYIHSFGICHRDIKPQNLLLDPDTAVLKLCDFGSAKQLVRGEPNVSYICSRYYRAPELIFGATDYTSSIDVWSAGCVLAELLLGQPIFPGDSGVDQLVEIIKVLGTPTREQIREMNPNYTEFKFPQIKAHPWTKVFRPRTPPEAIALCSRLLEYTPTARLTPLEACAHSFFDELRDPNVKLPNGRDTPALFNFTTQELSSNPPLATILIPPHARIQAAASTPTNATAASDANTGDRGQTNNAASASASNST
#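 Assay system: GST-tagged human GSK3beta kinase, cell-free; Input: 1.6 ng GSK3beta; Medium: Tris/MgCl2 kinase buffer; Timing: 60 min enzyme reaction, room temperature; Signal: ADP-Glo luminescence quantifying ADP generated by kinase; Evaluation: score relative to plate controls; Benchmarks: DMSO neutral wells and GW8510 at 20 µM as positive.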
# RGS4 inh: RGS4 inhibitors, primary screen, cell-based, HEK293 M3R inducible RGS4, calcium flux. B-score at 10 µM. Fluo-4 calcium flux; stronger effect = higher value; triggered by carbachol at its EC20. hit rate 0.45% among 310,000. Regulator of G-protein signaling 4 (Homo sapiens), P49798;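 active = B-score, a plate-corrected calcium signal, over three deviations above library mean, with baseline fluorescence within five deviations of library mean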;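 also: RGS4 expression induced by doxycycline in cells with stable M3 receptor; B-score is computed from the integrated fluorescence ratio over baseline after carbachol; higher B-score means a larger calcium signal and so more RGS4 inhibition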
# Target sequence (P49798 whole entry, looked up): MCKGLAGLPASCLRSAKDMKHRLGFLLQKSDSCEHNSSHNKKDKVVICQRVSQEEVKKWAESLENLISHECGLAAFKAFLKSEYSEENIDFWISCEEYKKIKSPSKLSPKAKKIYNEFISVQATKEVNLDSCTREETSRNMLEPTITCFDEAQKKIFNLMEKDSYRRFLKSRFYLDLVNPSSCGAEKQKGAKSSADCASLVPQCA
# hERG protect: hERG rescue from dofetilide block, primary screen, cell-based, CHO-hERG, FluxOR thallium flux, dofetilide IC70; Voltage-gated inwardly rectifying potassium channel KCNH2 (Homo sapiens), Q12809; dofetilide IC70 present; activation (rescue from dofetilide block), less the hit threshold, % at 10 µM; hit rate 0.51% among 310,000; AID 1511, 2009;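 active = activation above the mean of controls blocked by dofetilide plus 5 SD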;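 also: thallium influx through hERG after potassium depolarization seen as dye fluorescence rise; in these data hits start at about 4.7%; inactives centre near -7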
# GSK3A inh: blockers of GSK3A enzyme activity – biochemical, luminescence, cell-free homogeneous, HTS, primary screen; inhibition, % at 10 µM; hit rate 0.1% among 320,000; GSK-3 alpha kinase, ADP-Glo luminescence, 60 min;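 in the data active = inhibition above about 50%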;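 also: GST-tagged GSK-3 alpha with peptide substrate and 25 µM ATP; 0% = DMSO neutral wells and 100% = GW8510 positive control wells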
# KCNQ1 inh: inhibitors of human KCNQ1 channel, primary screen, cell-based, thallium flux, high-throughput. B-score at 10 µM. AID 2642, 2010. hit rate 1.3% among 310,000. CHO-K1 KCNQ1, FluxOR thallium flux fluorescence; stronger effect = higher value;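 active = compounds whose thallium flux B-score, printed positive for inhibition, exceeds three library SD while starting fluorescence stays within three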;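 also: channel opened by potassium depolarization with thallium stimulus after 20 min compound exposure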
# Active calls of the source: *; i = inactive; . = no result given. This is a subset; the hit share may differ from the screen's.
SMILES,KCNK3 block,KCNK9 block,RGS4 act,PolyA inhibitor,DYRK1A inh,KCNQ1 act,GSK3beta inhib,RGS4 inh,hERG protect,GSK3A inh,KCNQ1 inh
O=C(Nc1ccccc1)NC1CCN(CCCN2C(=O)c3ccccc3C2=O)CC1,i,i,i,i,-6,i,1,i,-4,-3,i
CCSc1ccccc1C(=O)Nc1nc2ccccc2c(=O)[nH]1,i,i,i,i,15,i,0,i,-4,-2,i
CC1(C)CC(=O)c2cc(N=C/C(C(=O)c3ccccc3)=C(\O)c3ccccc3)c(=O)oc2C1,i,i,i,i,18,i,3,i,-2,-2,i
O=P(Cc1ccccc1)(c1ccccc1)c1ccccc1,i,i,i,i,2,i,1,i,-7,-2,i
COc1ccc(C)cc1NC(=O)CSc1nnc(-c2cc(C)[nH]n2)n1N,i,i,i,i,3,i,-6,i,1,-2,i
CCOc1ccc(N2C(=O)/C(=C/c3ccccn3)SC2=S)cc1,.,i,i,i,.,i,0,i,-1,0,i
CCOc1cccc(/C=N/NC(=S)NCCN2CCOCC2)c1O,i,i,i,i,-5,i,2,i,-9,1,i
O=[N+]([O-])c1ccc(/C=N/Nc2nc(N3CCCCC3)nc(N3CCCCC3)n2)cc1,i,i,i,i,-1,i,3,i,-3,1,i
N#CC1=C(N)Oc2cc(N)ccc2C1c1ccc(F)cc1 (stereo not drawn),i,i,i,i,2,i,-2,i,-8,0,i
CCCNC(=O)c1ccccc1NC(=O)Cc1ccc(OC)c(S(=O)(=O)N2CCOCC2)c1,i,i,i,i,5,i,-3,i,-17,-1,i
CCOc1ccc(-n2nc(C(=O)NC3CCCCC3)c3ccccc3c2=O)cc1,i,i,i,i,0,i,2,i,-10,1,i
O=C(O)c1ccc(NC(=S)Nc2ccccc2)cc1,i,i,i,i,3,i,0,i,-3,2,i
COc1ccc(CCC(=O)NNC(=O)c2cc(Cl)ccc2OC)cc1,i,i,i,i,-2,i,3,i,-2,-2,i
Cc1nc(NCCO)c(C#N)c2c1COC(C)(C)C2,i,i,i,i,-6,i,-2,i,-3,-2,i
CCCOc1ccc(N2C(=O)CC(SCC(N)C(=O)OCC)C2=O)cc1 (stereo not drawn),i,i,i,i,-3,i,6,i,-13,-3,i
C=CCNC(=O)/C(C#N)=C/c1ccc(SC)cc1,i,i,i,i,-4,i,-2,i,-8,-1,i
Cc1cccc(OCC(=O)Nc2ccc(C(=O)Nc3ccccc3C(=O)O)cc2)c1C,i,i,i,i,2,i,1,i,-11,-1,i
CCN(CC)C(=O)c1ccc(NS(=O)(=O)c2ccccc2)cc1,i,i,i,i,4,i,-5,i,-8,.,i
CSc1ccccc1C(=O)C1CCCN(S(=O)(=O)N(C)C)C1 (stereo not drawn),i,i,i,i,-1,i,1,i,-11,0,i
COCCN(CCOC)C(=O)CN1C(=O)NC2(CCCc3sccc32)C1=O (stereo not drawn),i,i,i,i,3,i,1,i,-12,2,i
CCC(C(=O)NCc1ccc(C)cc1)c1ccccc1 (stereo not drawn),i,i,i,i,.,i,1,i,-8,-3,i
COCCNC(=O)CN1CCOc2ccccc21,i,i,i,i,-7,i,0,i,-9,-4,i
CCCCN1CNC(=S)N(CCc2ccc(OCC)c(OCC)c2)C1,i,i,i,i,2,i,1,i,-8,4,i
CC(=O)Nc1ccccc1NC(=O)CC(C)(C)C,i,i,i,i,-8,i,-3,i,-9,-1,i
Cc1ccc(C)c(CS(=O)(=O)c2cn(CC(=O)N3CCC(C)CC3)c3ccccc23)c1,i,i,i,i,-3,i,1,i,-14,-1,i
CCOC(=O)c1ccc(Nc2nnc3nc(C)cc(C)n23)cc1,i,i,i,i,-6,i,5,i,-8,-1,i
O=C(N/N=C/c1ccc(Br)o1)c1cc([N+](=O)[O-])cc([N+](=O)[O-])c1,i,i,i,i,1,i,0,i,1,-1,i
CCCN1Cc2cccc(C(=O)NCc3ccc4c(c3)OCO4)c2C1=O,i,i,i,i,0,i,2,i,-3,3,i
O=C(O)c1ccccc1-c1nc2ccccc2c(=O)n1O,i,i,i,i,1,i,-3,i,-6,-4,i
CCC(CC)C(=O)Nc1cccc(C(=O)Nc2ccc(S(=O)(=O)Nc3ccc(C)cc3)cc2)c1,i,i,i,i,-5,i,2,i,-7,.,i
CCN(CC)CCn1c(C)nc2ccccc21,i,i,i,i,1,i,2,i,-3,-3,i
Cc1nn(Cc2ccc(Cl)cc2Cl)c(C)c1NC(=O)c1sc2ccccc2c1Cl,i,i,i,i,10,i,-1,i,-13,-2,i
CSc1ccc(/C=N/n2c(C)nc3ccccc3c2=O)cc1,i,i,i,i,-3,i,-2,i,-8,.,i
CC(OC(=O)c1ccncc1)C(=O)Nc1cccc([N+](=O)[O-])c1 (stereo not drawn),i,i,i,i,1,i,0,i,-6,-2,i
Cc1ccc(S(=O)(=O)N2CCCN(C(=O)c3cc4ccccc4[nH]3)CC2)cc1,i,i,i,i,-5,i,-2,i,-8,-4,i
O=C(CCNS(=O)(=O)c1ccc(Br)cc1)NCCc1ccc(Cl)cc1,i,i,i,i,-2,i,0,i,-10,-2,i
Cc1ccc(NC(=O)CCNS(=O)(=O)c2ccc3[nH]c(=O)oc3c2)cc1N(C)C,i,i,i,i,0,i,0,i,-10,-3,i
NC(=O)c1ccc(-n2nnnc2SCC(=O)Nc2ccccc2)cc1,i,i,i,i,.,i,3,i,-10,-1,i
COc1ccc(-c2csc(NC(=O)CCCc3nc4ccccc4c(=O)[nH]3)n2)cc1OC,i,i,-7.4*,i,7,i,-3,i,-27,1,i
CC(Oc1ccc(Cl)cc1Cl)C(=O)NCCCn1ccnc1 (stereo not drawn),i,i,i,i,-2,i,5,i,-1,-2,i
CC(=O)NCc1ccc(S(=O)(=O)N2CCN(c3ccccn3)CC2)cc1,i,i,i,i,-1,i,-4,i,-5,12,i
Cc1ccc(C(C(=O)NCC2CCCO2)N(C(=O)c2snc(C(N)=O)c2N)c2ccc3c(c2)OCCO3)cc1 (stereo not drawn),i,i,i,i,-5,i,.,i,-15,-2,i
Cc1ncoc1C(=O)N1CCc2c([nH]c3ccccc23)C1c1ccccc1F (stereo not drawn),i,i,i,i,2,i,2,i,-6,-5,i
COCCC(=O)N1CCC(Oc2ccc(C(=O)NCc3ncc(C)[nH]3)cc2)CC1,i,i,i,i,-6,i,-4,i,-12,-3,i
Cc1ccc(-c2nnn(CC(=O)N(c3ccc(F)cc3)C(C(=O)NC3CCCC3)c3ccco3)n2)o1 (stereo not drawn),i,i,i,i,-2,i,7,i,-8,1,i
COCC(=O)N(Cc1cc2ccc(C)c(C)c2n2nnnc12)C1CCCC1,i,i,i,i,-1,i,-24,i,-3,0,i
COc1nc(-c2ccc3c(c2)OCO3)n(-c2ccc(NC(=O)CSc3ccccc3)cc2)n1,i,i,i,i,-17,i,0,i,-10,-4,i
O=C1Nc2ccccc2C1=Nc1ccc(-c2nnc3n2CCCCC3)cc1,i,i,i,i,7,i,-4,i,-3,0,i
COc1ccc(CCNC(=S)N2CCN(S(=O)(=O)c3ccc(F)cc3)CC2)cc1,i,i,i,i,5,i,0,i,-9,.,i
CCOCCCNC(=O)/C(C#N)=C/c1cc(Br)c(O)c(Br)c1,i,i,i,i,55*,i,-11,i,-12,.,i
COc1ccc(O)c(CN2CCCC(N3CCN(c4ccc(F)cc4)CC3)C2)c1 (stereo not drawn),i,i,i,i,9,i,-3,i,-4,2,i
CCCCCn1c(=O)c2ccccc2n2c(CCl)nnc12,i,i,i,i,-4,i,-2,i,-5,0,i
CN(C)S(=O)(=O)c1ccc(NC(=O)CSc2ncnc3ccccc23)cc1,i,i,i,i,1,i,-7,i,-9,.,i
NC(=O)c1cc2cc(Cl)ccc2o/c1=N/NC(=O)c1cccs1,i,i,i,i,-3,i,0,i,-7,-1,i
CC(C)OC(=O)C1C(=O)CC(C)(O)C(C(=O)OC(C)C)C1c1cccc(O)c1 (stereo not drawn),i,i,i,i,1,i,-1,i,-14,-2,i
O=C(Nc1cccc2ccccc12)C12CC3CC(C1)CC(n1cnc([N+](=O)[O-])n1)(C3)C2,i,i,i,i,2,i,1,i,-7,-4,i
CCOc1ccc(NC(=O)c2ccc(N3CC4CC(C3)c3cccc(=O)n3C4)c(NC(=O)CCN3CCOCC3)c2)cc1 (stereo not drawn),i,i,i,i,-2,i,0,i,-14,0,i
C[C@]12C=CC(=O)C=C1CC[C@@H]1C2C(O)C[C@@]2(C)C1CC[C@]2(O)C(=O)COC(=O)CCC(=O)NC(CC(=O)O)C(=O)O (stereo partly drawn),i,i,i,i,-1,i,0,i,-6,-1,i
COc1ccc(-c2csc3nc[nH]c(=O)c23)cc1,i,i,i,i,35,i,-3,i,-5,-3,i
COc1ccc(C(C#N)Nc2ccccc2OC)cc1 (stereo not drawn),i,i,i,i,0,i,1,i,-5,-2,i
Cc1cc(SCC(=O)NN)c2cc(Br)ccc2n1,i,i,i,i,.,i,-6,i,-5,-5,i
